Bioassay records: PubChem, several laboratories
Arrestin-AP2 inh: inhibitors of human beta-arrestin and AP2 interaction; actives 0.31% (n = 340,000); inhibition, % at 10 µM; FITC-arrestin peptide / GST-AP2 beads, flow cytometry; AP2 beta2 appendage carries R879A mutation;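 active = inhibition above a set limit, near 3 SD of compounds lacking own fluorescence, cut at about 54% in these data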;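 also: plate controls were DMSO wells for no effect and 5 µM unlabelled arrestin peptide for full effect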
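System: GST-AP2 R879A bound to glutathione beads, E. coli-expressed. Also added: 50 nM FITC-arrestin peptide. Schedule: compound with beads 12 min RT, then probe 1 h RT. Signal: bead flow cytometry, FITC channel. Read-out basis: percent response.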
NSD2 HMT inh: NSD2 (human) methyltransferase inhibition; NSD2 peptide methylation, AlphaScreen, 120 min; inhibition, % at 12.5 µM; actives 0.54% (n = 310,000); in the data active = inhibition above about 50%
Cardiac RTF inh: cardiac RTF calcium desensitization. P19429+P45379. IANBD-labeled cardiac RTF, Ca2+ fluorescence. inhibition, % at 7.15 µM. actives 0.12% (n = 340,000);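 active = inhibition above the mean inhibition of all tested compounds plus 3 SD, cut at about 17% in these data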;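 also: assay run at fixed EC70 calcium of 1.6 mM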
CAL PDZ FP-1: blocks peptide binding to human CAL PDZ domain. Q9HD26. purified CAL PDZ, TMR-peptide fluorescence polarization, 1 h. inhibition, % at 20 µM. actives 0.02% (n = 330,000). AID 504414;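 active = highest replicate inhibition of at least 40%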;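 also: plate controls were DMSO neutral control wells for no effect and unlabeled competitor peptide control wells for full effect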
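System: tagged CAL PDZ domain. Schedule: 1 h room-temperature incubation prior to read. Signal: fluorescence polarization (mP). Measure: percent inhibition from loss of millipolarization.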
CAL PDZ FP-2: inhibitors of human CAL PDZ peptide binding. Q9HD26. purified CAL PDZ, TMR-peptide fluorescence polarization, 1 h. inhibition, % at 24.9 µM. actives 0.92% (n = 300,000). AID 602252;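 active = mean inhibition of at least 30% with at least half of replicates also reaching 30%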;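 also: 0% = DMSO neutral control and 100% = excess unlabeled competitor peptide PRC23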
LANA DNA inh: blocks KSHV LANA C-terminal domain binding to DNA; MBP-C-LANA/FAM-LBS DNA binding, fluorescence polarization; inhibition, % at 9 µM; actives 0.078% (n = 340,000);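 active = highest replicate inhibition at or above 60% at 9 µM, even if other replicates fall short; inactive = all replicates below 60% inhibition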;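 also: 0% = neutral control wells and 100% = 4 µM acridine orange control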
V-ATPase pHluor: yeast V-ATPase proton transport regulation by pHLuorin | S. cerevisiae, pHLuorin cytosolic pH fluorescence | response, % at 10 µM | actives 0.37% (n = 350,000) | AID 504577; in the data active = response mostly above about 7.3%, no sharp cut-off; inactive = mostly below about 5.4%; also: actives read high; inactives centre near 0; some compounds called inactive have numbers as strong as hits; reference of the scale not given here
Keap1 Nrf2 FP: inhibitors of human Keap1-Nrf2 protein-protein interaction; inhibition, % at 9.4 µM; Q14145; AID 504523; actives 0.15% (n = 340,000); Keap1 Kelch-Nrf2 peptide fluorescence polarization, 1536-well; in the data active = inhibition above about 12%;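 also: human Keap1 Kelch domain with fluorescein labeled Nrf2 9mer peptide probe; 0% = neutral control wells and 100% = peptide positive control; higher means more block of Keap1 binding to Nrf2 peptide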
Pemphigus Ab inh: inhibitors of pemphigus antibody binding to human desmoglein-3; P32926; DSG3-coupled beads, scFv-anti-DSG3-GFP binding, flow cytometry; active compounds read low; binding (percent of control), % at 10 µM; actives 0.48% (n = 310,000);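 active = binding more than 3 SD below its plate's average and above zero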;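 also: hits lower antibody fragment binding to DSG3; some compounds called inactive have numbers as strong as hits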
Target sequence (P32926 whole entry, looked up, the tested form may be a part): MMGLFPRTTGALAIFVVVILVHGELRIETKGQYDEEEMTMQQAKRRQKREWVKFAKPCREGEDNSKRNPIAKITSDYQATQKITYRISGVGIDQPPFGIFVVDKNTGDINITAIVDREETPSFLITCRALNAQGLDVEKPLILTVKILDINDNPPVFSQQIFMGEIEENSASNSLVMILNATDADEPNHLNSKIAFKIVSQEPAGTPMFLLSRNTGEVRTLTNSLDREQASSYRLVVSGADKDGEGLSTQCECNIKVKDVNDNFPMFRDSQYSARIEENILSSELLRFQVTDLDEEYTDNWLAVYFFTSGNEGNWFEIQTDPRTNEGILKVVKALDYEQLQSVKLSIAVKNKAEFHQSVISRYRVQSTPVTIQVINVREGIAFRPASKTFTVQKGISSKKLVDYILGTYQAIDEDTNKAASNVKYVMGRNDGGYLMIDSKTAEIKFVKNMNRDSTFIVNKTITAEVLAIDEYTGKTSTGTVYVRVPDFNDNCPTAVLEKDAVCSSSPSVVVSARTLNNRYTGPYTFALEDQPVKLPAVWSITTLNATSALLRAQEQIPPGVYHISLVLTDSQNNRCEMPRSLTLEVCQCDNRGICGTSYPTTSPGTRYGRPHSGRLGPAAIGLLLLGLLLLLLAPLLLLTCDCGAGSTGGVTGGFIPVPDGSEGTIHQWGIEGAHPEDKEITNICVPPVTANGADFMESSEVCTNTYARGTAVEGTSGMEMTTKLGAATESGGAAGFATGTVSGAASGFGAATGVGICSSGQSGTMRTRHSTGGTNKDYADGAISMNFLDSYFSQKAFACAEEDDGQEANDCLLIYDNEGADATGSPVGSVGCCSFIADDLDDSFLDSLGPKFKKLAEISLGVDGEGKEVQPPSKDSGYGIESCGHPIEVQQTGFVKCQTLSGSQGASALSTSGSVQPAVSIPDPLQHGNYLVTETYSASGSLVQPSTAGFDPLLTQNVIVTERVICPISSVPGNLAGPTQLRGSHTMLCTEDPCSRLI
DAGLB inhibitor: diacylglycerol lipase beta (human) inhibition; HEK293T DAGLB membrane lysate, EnzChek fluorogenic substrate; Q8NCG7; actives 0.059% (n = 340,000); inhibition, % at 5.17 µM; AID 504411; in the data active = inhibition above about 34%;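 also: 0% = enzyme with vehicle and 100% = wells lacking enzyme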
The depositor's hits bear a star; nt = not tested or not shown. A portion of the library (hit frequency here may not be typical).

SMILES	Arrestin-AP2 inh	NSD2 HMT inh	Cardiac RTF inh	CAL PDZ FP-1	CAL PDZ FP-2	LANA DNA inh	V-ATPase pHluor	Keap1 Nrf2 FP	Pemphigus Ab inh	DAGLB inhibitor
COC(=O)[C@]1(C)N[C@H](c2ccc(-c3ccc(F)cc3)cc2)[C@@H]2C(=O)N(C)C(=O)[C@@H]21	-5.3	nt	0.4	-0.4	-6.9	0.2	3.6	-4.6	101.7	0.8
C=CCSC1=C(C#N)C(c2ccccc2)CC(=O)N1 (stereo not given)	-2.7	3.7	-4.8	-1.1	-2.5	-0.3	-11.2	-3.9	nt	0.3
CS(=O)(=O)N(CC(=O)NCc1ccncc1)C1CCCCC1	25.8	-2.1	-6.1	-0.4	-1.1	0.8	-0.7	-0.5	100.6	-4.0
Cc1cc(NS(=O)(=O)c2ccc(NC(=O)COc3cc(C)c(Cl)c(C)c3)cc2)no1	-2.2	1.2	-6.0	-1.2	-35.8	2.7	-1.6	-2.4	nt	7.9
Cc1nc(C(N)=O)nc2ccccc12	-1.4	nt	-0.2	0.6	-2.2	-0.8	-1.3	-2.7	101.2	1.1
Nc1cc(S(=O)(=O)N2CCOCC2)ccc1N1CCOCC1	2.3	-1.1	-7.9	0.8	nt	-1.7	-1.4	3.1	100.3	-0.1
COc1ccccc1N=C1SCC(=O)N1Cc1ccco1	-0.4	0.5	-3.1	-0.4	-2.1	0.8	-1.8	-6.0	105.2	-4.4
COc1ccc(-c2[nH]ncc2CN(C)C(C)c2ccon2)cc1F (stereo not given)	8.5	-4.5	2.7	-0.9	5.8	0.7	0.1	-5.5	104.2	0.7
COc1ccc(NC(=S)N2CCCC2)c(OC)c1	5.0	0.1	2.4	0.4	nt	0.1	-0.9	-2.9	103.4	-2.0
Cc1ccc(OCC(=O)Nc2ccc(S(=O)(=O)Nc3ccccn3)cc2)cc1C	-3.7	0.1	-16.4	0.4	-6.3	-1.2	-2.2	3.1	102.0	-3.3
CC(NC(=O)CCC(=O)c1cccs1)c1ccccc1 (stereo not given)	13.8	0.8	9.1	-2.5	-1.3	1.2	-1.8	-7.7	107.0	0.6
COc1cccc(NC(=O)CSc2ccc3nnc(-c4cccnc4)n3n2)c1	4.1	-1.6	-1.4	-2.0	-3.8	-0.1	-1.8	0.5	106.0	0.2
Cc1sc2nc(CN3CCOCC3)nc(Cl)c2c1C	-0.9	-0.1	14.8	0.7	-0.3	3.2	-0.1	-6.3	93.0	1.2
COc1ccc(N2CC(C(=O)N[C@H](C(=O)NC3CCCCC3)C(C)C)CC2=O)cc1 (stereo not given in full)	4.0	2.8	-12.8	-0.4	-5.3	0.1	2.0	-0.9	nt	0.3
O=C1CCc2cc(S(=O)(=O)N3CCC(C(=O)NCc4ccccc4Cl)CC3)ccc2N1	-9.7	nt	-6.5	-0.8	-9.5	0.6	0.8	1.2	112.5	-1.6
O=C(CN1CCN(c2cccc(C(F)(F)F)c2)CC1)Nc1ccc2c(c1)OCCCO2	nt	9.5	nt	nt	nt	nt	-1.4	nt	101.2	-5.6
COc1cc(C(=O)N2CCC(NC(=O)C(Cc3ccc(C)cc3)NC(C)=O)CC2)cc(OC)c1OC (stereo not given)	11.3	3.1	6.0	-0.1	-2.5	-1.1	3.4	-0.3	93.8	-0.8
Cc1ccc(CN2CCN(/N=C/c3cccnc3)CC2)c(C)c1	-2.7	2.8	8.2	-1.4	-2.2	0.4	-1.1	4.6	93.0	-2.2
Cc1cnc(C(=O)OCC(=O)N2c3ccccc3NC(=O)C2(C)C)cn1	5.2	11.5	0.7	-3.0	1.8	0.5	-2.9	-2.0	96.5	-0.3
O=C(O)C1C2CCC(C2)C1C(=O)NCc1ccco1 (stereo not given)	18.7	1.4	-8.6	nt	-2.4	-2.3	-3.3	-2.8	107.1	-0.1
O=c1[nH][nH]c(-c2ccccc2O)c1C(C[N+](=O)[O-])c1ccccc1 (stereo not given)	0.0	1.7	-0.6	-0.5	-3.8	0.8	-1.7	-6.0	102.9	2.4
CCc1ccc(CNn2cnnc2SCC(=O)NC(C)(C)C)cc1	16.6	-1.2	-3.2	-0.3	-5.7	-0.4	-5.3	2.3	115.9	2.0
COc1ccc(C(=O)N2CCC(C(=O)NC3CC3)CC2)cc1	22.1	nt	-1.0	-2.6	0.1	-1.1	9.0	2.0	107.5	1.5
COc1ccccc1NC(=S)N(CCN1CCCCCC1)Cc1cccs1	25.9	-2.3	-11.2	-0.8	0.5	0.1	1.9	-8.2	nt	-2.3
O=C(c1ccncc1)N1CCCC(N2CCN(c3cccc(C(F)(F)F)c3)CC2)C1 (stereo not given)	3.4	0.8	-2.0	-1.5	-0.9	-1.8	1.1	0.6	108.1	-1.3
CN(c1ccccc1)S(=O)(=O)c1ccc(C(=O)Nc2ncccc2O)cc1	42.2	1.1	-10.2	0.0	nt	7.7	19.6	6.0	98.0	-1.5
Cc1nn(Cc2ccccc2)c(C)c1NS(=O)(=O)c1ccccc1	-5.4	0.0	-9.7	-0.8	-4.2	-0.7	1.6	2.6	102.3	3.6
O=C(O)c1ccccc1NC(=O)C1CCN(S(=O)(=O)c2ccc3c(c2)OCCO3)CC1	nt	-0.4	nt	nt	nt	nt	-0.6	nt	96.8	0.4
NC(=O)Cn1nnc(-c2ccc(C(F)(F)F)cc2)n1	-3.8	0.1	-3.0	7.8	-4.2	0.8	4.2	-3.3	105.2	0.5
CCn1ncc(/C=C/C(=O)NCc2cn(C)nc2C)c1C	-7.5	-6.1	-8.3	-0.7	-0.8	0.5	-1.6	5.3	90.3	2.7
COc1ccc(-c2nc3cc(C)ccn3c2NC(=O)c2c(F)cccc2Cl)cc1	29.2	-2.3	1.3	-1.3	-2.6	2.0	-1.9	-5.1	103.4	-1.2
Cc1ccccc1N1CC(O)(c2ccccc2)[N+]2=C1SCC2 (stereo not given)	-5.9	-1.0	-6.4	-0.5	-0.9	0.6	-1.4	-5.0	98.6	-2.3
CCC(=O)Nc1nc(C)c(-c2csc(Nc3ccccn3)n2)s1	-6.0	2.8	4.8	1.2	0.4	-1.9	-1.6	-2.5	108.6	-0.4
O=C(OCC1CC(c2ccccc2)=NO1)c1ccc(Br)cc1 (stereo not given)	3.1	0.7	17.9*	0.2	2.7	2.6	0.5	-1.4	nt	-4.5
CC(C)n1c(-c2ccco2)csc1=Nc1cccnc1	-0.2	-0.3	-1.3	-1.5	-5.7	0.4	-1.8	-2.1	104.1	3.0
Brc1ccccc1C1Nc2cccc3cccc(c23)N1	56.0*	6.1	2.0	-17.4	-2.0	0.6	0.6	-1.0	99.8	6.3
O=C1CCCN1C(=O)CSc1ccc2ccccc2n1	21.8	0.1	0.8	0.7	-0.7	0.7	-3.4	-4.8	103.3	-0.4
COc1ccc(Cc2nnc3sc(SCC(=O)Nc4ccccc4)nn3c2=O)cc1OC	-6.7	0.8	-13.8	-1.5	-1.2	-0.4	0.3	0.2	103.1	2.5
Cc1cc(NC(=O)CSc2ncnc3sc(C)c(C)c23)no1	-5.6	nt	10.6	0.0	-12.5	-4.2	-2.8	0.3	115.3	-0.3
Cc1ccc(NC(=O)CSc2nnc(C3CC3)n2C)cc1S(=O)(=O)N1CCCCC1	22.2	-4.4	-4.5	-0.2	nt	-1.6	-1.3	0.3	100.3	3.6
O=C(NCCc1ccccc1)c1ccc(Br)o1	10.0	nt	-3.8	-1.0	-2.4	1.1	-0.8	1.1	96.8	-0.9
Cc1cc(CNC(=O)C2(C(F)(F)F)CC(CCCO)CCCO2)nn1C (stereo not given)	4.6	nt	-6.3	-0.4	-0.8	-0.6	0.5	-4.9	104.5	2.0
Nc1ccccc1SCCS(=O)(=O)c1ccc(Cl)cc1	11.2	12.3	-1.4	-3.1	-3.4	1.0	-2.7	-2.1	96.2	-3.3
CC1CCN(C(=O)Cn2nnc(-c3ccc(N)cc3)n2)CC1	31.5	-0.3	8.3	-0.3	-4.2	-0.4	1.9	0.7	106.3	-4.5
CC(=O)Nc1ccc(C(=O)CSc2nccc(=O)[nH]2)cc1	6.2	-1.2	nt	0.1	1.3	0.7	-0.8	-3.5	101.2	nt
COc1ccc(CCNC(=O)c2cc(C(=O)c3cc(Cl)ccc3O)cn(CCc3ccc(OC)cc3)c2=O)cc1	1.9	4.7	-4.1	-1.3	1.2	0.5	3.2	3.8	91.1	-5.7
CCC(C)Sc1nc2c([nH]c3ccccc32)c(=O)n1C (stereo not given)	-2.9	nt	-6.0	-0.6	nt	0.9	0.3	0.5	99.0	0.7
Cc1noc(NS(=O)(=O)c2ccc(N/C=C\C(=O)c3cccc4ccccc34)cc2)c1C	36.3	40.5	6.1	0.0	-1.9	7.0	3.6	-5.2	100.5	11.3
O=C(Nc1nnc(-c2ccccn2)o1)c1ccc(Br)cc1	2.6	-4.9	-27.2	-1.1	-3.8	0.8	0.9	0.7	nt	0.8
CCOC(=O)C(C(=O)Nc1ccccn1)C1CCCCC1 (stereo not given)	14.6	-1.8	3.5	nt	-2.5	-1.3	0.8	-0.2	nt	-1.8
O=C1C(Cl)=C(Oc2ccccc2)C(=O)c2ccccc21	55.1*	100.7*	3.9	25.7	6.8	1.8	26.0	3.9	87.8	1.6
C/C(=N\NC(=O)c1nc2ccccn2c1C)c1cccc([N+](=O)[O-])c1	-3.4	-2.7	-16.1	-0.3	-5.5	2.0	-0.6	3.8	109.4	-3.0
COc1cc(/C=C/C(=O)OCc2csc(CC(=O)Nc3ccc(C)cc3)n2)ccc1OCC#N	34.1	-1.1	-9.1	-0.2	-2.1	-0.1	-0.4	-0.2	113.0	-4.4
[N-]=[N+]=N[C@@H](CCN1CC[C@H](NC(=O)OCc2ccccc2)CCC1=O)c1ccccc1	0.5	nt	1.3	0.1	-2.6	-0.9	-12.0	-3.2	101.5	-3.2

Compound profiles (already shown):
O=C(NCCc1ccccc1)c1ccc(Br)o1 as listed: Arrestin-AP2 inh: 10.0; NSD2 HMT inh: nt; Cardiac RTF inh: -3.8; CAL PDZ FP-1: -1.0; CAL PDZ FP-2: -2.4; LANA DNA inh: 1.1; V-ATPase pHluor: -0.8; Keap1 Nrf2 FP: 1.1; Pemphigus Ab inh: 96.8; DAGLB inhibitor: -0.9
COc1cc(/C=C/C(=O)OCc2csc(CC(=O)Nc3ccc(C)cc3)n2)ccc1OCC#N as listed: Arrestin-AP2 inh: 34.1; NSD2 HMT inh: -1.1; Cardiac RTF inh: -9.1; CAL PDZ FP-1: -0.2; CAL PDZ FP-2: -2.1; LANA DNA inh: -0.1; V-ATPase pHluor: -0.4; Keap1 Nrf2 FP: -0.2; Pemphigus Ab inh: 113.0; DAGLB inhibitor: -4.4
COc1ccc(CCNC(=O)c2cc(C(=O)c3cc(Cl)ccc3O)cn(CCc3ccc(OC)cc3)c2=O)cc1 as listed: Arrestin-AP2 inh: 1.9; NSD2 HMT inh: 4.7; Cardiac RTF inh: -4.1; CAL PDZ FP-1: -1.3; CAL PDZ FP-2: 1.2; LANA DNA inh: 0.5; V-ATPase pHluor: 3.2; Keap1 Nrf2 FP: 3.8; Pemphigus Ab inh: 91.1; DAGLB inhibitor: -5.7
